NALP1 yeast inh – NALP1 inhibition; S. cerevisiae NALP1/ASC/caspase-1 growth, X-gal OD620, 72 h; 280,000 compounds, 0.61% hits; inhibition, % at 10 µM; AID 2071; in the data active means inhibition mostly above about 24%, no sharp cut-off; inactive means mostly below about 32%; further: some compounds called inactive have numbers as strong as hits
M18AAP inhibitor – blocks P. falciparum M18 aspartyl aminopeptidase; recombinant PfM18AAP, H-Glu-NHMec fluorogenic cleavage; inhibition, % at 7.35 µM; 290,000 compounds, 1.2% hits; AID 1822;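 active means inhibition above the campaign mean inhibition over all tested compounds plus 3 SD, cut at about 28% in these data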;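 further: 0% = plate median of test compound wells and 100% = 2 mM ZnCl2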
V1R ag counter – activates human V1a receptor in oxytocin agonist counter-screen | P37288 | CHO-V1R cells, Fluo-8 calcium fluorescence, agonist mode; 0% DMSO, 100% 3 nM vasopressin | activation, % at 3 µM | 320,000 compounds, 0.25% hits;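 active means activation above the mean activation of all tested compounds plus 3 SD, per screening run, cut at about 20% in these data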;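 further: signal is peak over basal fluorescence ratio across a 100 second FLIPR read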
Target sequence (P37288 whole entry, looked up): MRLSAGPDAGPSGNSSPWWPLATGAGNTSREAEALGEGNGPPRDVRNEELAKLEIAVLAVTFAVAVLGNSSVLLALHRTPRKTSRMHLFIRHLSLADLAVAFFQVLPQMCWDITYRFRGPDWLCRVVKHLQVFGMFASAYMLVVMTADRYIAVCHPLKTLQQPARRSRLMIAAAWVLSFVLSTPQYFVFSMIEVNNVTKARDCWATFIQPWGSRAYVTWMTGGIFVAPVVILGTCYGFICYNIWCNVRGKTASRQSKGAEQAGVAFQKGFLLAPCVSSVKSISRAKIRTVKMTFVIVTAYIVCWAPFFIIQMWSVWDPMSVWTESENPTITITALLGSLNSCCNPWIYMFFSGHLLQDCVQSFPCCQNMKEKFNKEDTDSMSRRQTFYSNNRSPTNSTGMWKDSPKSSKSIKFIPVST
OXTR potentiate – potentiates the human oxytocin receptor response. P30559. CHO-OTR cells, Fluo-8 calcium fluorescence, potentiator mode; 0% = oxytocin EC15, 100% = EC100. activation, % at 3 µM. 320,000 compounds, 0.061% hits;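 active means activation above that plate's cutoff, the mean activation of tested compounds plus 3 SD, cut at about 6.6% in these data, passing the limit was not always enough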;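 further: 100% uses oxytocin at 75 nM as the full agonist control; some results filed as inactive read as strong as hits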
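Measured by – Fluo-8 calcium dye fluorescence · Test system – human OTR in CHO cells · Dosing – one concentration, 3.0 µM compound · Controls – EC15 oxytocin alone as 0%, 75 nM oxytocin as 100% · Evaluation – normalized max/min fluorescence ratio, % activation · Timing – 6 min pre-incubation, 100 s read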
GPR7 antagonist – human neuropeptides B/W receptor 1 antagonism; P48145; GPR7-expressing cells, fluorescence antagonist assay; inhibition, % at 4.4 µM; 290,000 compounds, 1.1% hits; AID 1861; in the data active means inhibition above about 16%, passing the limit was not always enough;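 further: cells stimulated with the agonist NPW; 0% = agonist with vehicle and 100% = vehicle without agonist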
Target sequence (P48145 whole entry, looked up): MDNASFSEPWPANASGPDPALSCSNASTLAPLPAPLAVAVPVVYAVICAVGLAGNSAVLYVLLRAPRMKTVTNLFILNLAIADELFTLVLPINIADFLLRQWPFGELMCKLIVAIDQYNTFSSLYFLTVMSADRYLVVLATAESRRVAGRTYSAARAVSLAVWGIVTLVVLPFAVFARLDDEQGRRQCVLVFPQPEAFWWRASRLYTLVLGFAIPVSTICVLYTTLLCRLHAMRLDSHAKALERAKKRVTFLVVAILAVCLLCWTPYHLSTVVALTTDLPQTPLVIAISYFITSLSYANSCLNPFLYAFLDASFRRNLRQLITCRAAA
MEKK2 mut-MEK5 – signal of MEK5 binding to mutant human MEKK2 PB1 domain; bead flow cytometry, Alexa488-MEK5 binding to MEKK2 mutant; percent response, % at 10 µM; 290,000 compounds, 0.35% hits; AID 1530; in the data active means percent response above about 24%, passing the limit was not always enough; further: inactives centre near 1; some results filed as inactive read as strong as hits
MEKK2wt PB1 HTS – raises or lowers MEK5 binding to wildtype human MEKK2 PB1 domain; AID 1531; bead flow cytometry, Alexa488-MEK5 binding to MEKK2 WT; actives lie on both sides; binding response (% of control), % at 10 µM; 290,000 compounds, 1.1% hits; Q9Y2U5; in the data active means binding response below about 67% or above about 130%
OXTR agonist – agonists of human oxytocin receptor; 320,000 compounds, 0.32% hits; P30559; CHO-OTR cells, Fluo-8 calcium fluorescence; normalized: DMSO 0%, oxytocin 100%; activation, % at 3 µM;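 active means activation above the mean of all tested compounds plus 3 SD, cutoff set per screening run, cut at about 20% in these data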;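 further: peak over basal fluorescence ratio from a 100 s FLIPR kinetic read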
GalR3 antag – blocks the human galanin receptor 3; O60755; HEK293 GalR3-CNG cAMP membrane potential fluorescence; galR3 body fused to GalR1 C-terminus; inhibition, % at 3 µM; 360,000 compounds, 0.44% hits; AID 651719;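 active means inhibition above the screen-wide average plus 3 SD, cut at about 13% in these data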;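 further: forskolin and galanin both at EC90 stimulate the cells; cAMP rise reported by CNG channel membrane potential dye signal; 0% = forskolin plus galanin with DMSO and 100% = forskolin alone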
Target sequence (O60755 1-299 limits assumed): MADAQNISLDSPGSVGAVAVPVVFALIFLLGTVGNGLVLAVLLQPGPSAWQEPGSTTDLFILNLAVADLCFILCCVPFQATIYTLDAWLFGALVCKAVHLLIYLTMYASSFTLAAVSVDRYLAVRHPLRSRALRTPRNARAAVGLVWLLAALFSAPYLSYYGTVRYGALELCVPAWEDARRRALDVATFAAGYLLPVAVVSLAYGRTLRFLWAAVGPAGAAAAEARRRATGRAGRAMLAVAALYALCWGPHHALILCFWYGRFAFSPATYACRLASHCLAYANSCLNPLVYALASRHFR
The depositor's hits bear a star; . = not tested or not shown.

The line under a structure holds: NALP1 yeast inh | M18AAP inhibitor | V1R ag counter | OXTR potentiate | GPR7 antagonist | MEKK2 mut-MEK5 | MEKK2wt PB1 HTS | OXTR agonist | GalR3 antag
C/C(=N\N=C1\NC(=O)C(CC(=O)Nc2ccc(C)c(Cl)c2)S1)C(C)C (stereo not drawn)
  12 | -2 | 1.9 | -17 | -1 | 1 | 103 | 2.2 | -5
CC1CC(C)CN(C(=O)c2cccc(S(=O)(=O)NCc3ccccc3)c2)C1 (stereo not drawn)
  . | . | 2.3 | -2 | . | . | . | 2.4 | -4
CC(=O)NCCc1nc2cc(NS(=O)(=O)c3ccccc3)ccc2n1C
  14 | -7 | 0.0 | 4 | -3 | 14 | 114 | 2.1 | -11
COCCCNC(=O)CCN1N=C(c2ccccc2)CCC1=O
  7 | -14 | 0.7 | 1 | -1 | 4 | 107 | -0.7 | -9
O=C1N[C@@H](Cc2c[nH]c3ccccc23)COC(=O)[C@@H](Cc2ccc(F)cc2)C/C=C\C[C@H]1CC(=O)N(CCO)Cc1ccccc1
  . | . | 1.6 | -9 | . | . | . | -0.1 | -6
COc1ccc(/C=C(\C#N)C(=O)OCC(=O)NCc2ccco2)cc1
  13 | 9 | 0.9 | -11 | 11 | 2 | 104 | 0.4 | 1
COc1ccccc1NC(=O)c1ccc(NC(=O)COC(=O)CCC2CCCC2)cc1
  17 | -7 | 1.4 | -1 | -9 | 1 | 104 | -0.9 | -4
Cc1ccnn1CCC(=O)N1CCCC(N2CCN(c3cccc(Cl)c3)CC2)C1 (stereo not drawn)
  12 | 3 | 4.8 | 2 | -10 | 3 | 103 | 2.9 | -8
CC1CCCN(C(=S)Nc2ccc3nc4n(c(=O)c3c2)CCCCC4)C1 (stereo not drawn)
  31 | -1 | 3.3 | -5 | -5 | 0 | 99 | 3.1 | 3
CCc1nnc(NC(=O)C2CC(=O)N(Cc3ccccc3)C2)s1 (stereo not drawn)
  3 | -21 | -0.1 | 3 | -4 | -3 | 102 | 0.9 | 1
COc1cccc(CC2(CO)CCCN(Cc3cnn(-c4ccccc4)c3)C2)c1 (stereo not drawn)
  17 | -5 | 1.1 | 5 | 9 | -6 | 106 | 4.0 | -3
CNC(=O)CSc1nnc(-c2ccco2)n1-c1cccc(C)c1C
  9 | -2 | 0.2 | -9 | -1 | 0 | 98 | -0.1 | -9
O=C(O)C1CCCN1S(=O)(=O)c1ccc(Cl)cc1 (stereo not drawn)
  1 | -7 | 0.1 | 0 | 6 | 9 | 106 | 0.0 | -9
Cc1ccc2ncc([N+](=O)[O-])n2c1
  -10 | -6 | -0.5 | -3 | 13 | 2 | 99 | 0.4 | 0
COc1nccnc1NS(=O)(=O)c1ccc(N)cc1
  0 | 1 | . | . | 11 | -3 | 100 | . | -6
NC(=O)CN1C(=O)C2C3C=CC(C3)C2C1=O (stereo not drawn)
  17 | -1 | 0.4 | -13 | -14 | -4 | 95 | -0.3 | -2
CCCN1/C(=C2/SC(=S)N(CC)C2=O)C=Cc2ccccc21
  36 | -4 | -1.3 | -4 | 3 | 1 | 99 | -1.7 | -3
CCOc1ccc(OCC)c(S(=O)(=O)n2cnc(C)c2)c1
  24 | -1 | 0.6 | 1 | 1 | 1 | 102 | -1.1 | -10
COc1ccc(C2CC(c3ccccc3)=NN2C(=O)COC(=O)C2CC2)cc1 (stereo not drawn)
  28 | 4 | 0.5 | 1 | -8 | -2 | 95 | 0.2 | -6
Cc1ccc(NC(=S)Nc2cccc3ccccc23)cc1F
  10 | 3 | -0.4 | -9 | -3 | 3 | 102 | -0.2 | -1
COc1ccccc1NC(=O)Cn1nnc(-c2ccccc2NS(=O)(=O)c2ccccc2)n1
  4 | 1 | 5.1 | -11 | -3 | -1 | 106 | 4.7 | 2
CCS(=O)(=O)c1nc(S(=O)(=O)c2ccc(Cl)cc2)c(N2CCc3ccccc3C2)s1
  20 | -12 | -0.1 | -9 | -9 | 0 | 102 | 0.6 | -8
COc1ccc(/C=N/NC(=O)c2nc(-c3ccccc3)cc(-c3ccccc3)n2)cc1O
  -44 | 4 | 6.4 | -16 | -11 | -2 | 87 | 4.2 | -4
CCOC(=O)N1CCC(NC(=O)C2CCCN(Cc3nc(-c4cccc(C)c4)oc3C)C2)CC1 (stereo not drawn)
  25 | 0 | 9.5 | -8 | -12 | 1 | 103 | 6.9 | -5
COc1ccc(NS(=O)(=O)c2ccc(Br)s2)cc1OC
  -9 | 4 | 8.3 | -10 | 4 | 9 | 109 | 6.5 | -6
CCCCNC(=O)C1CCN(C(=O)Nc2ccc(C)cc2)CC1
  8 | 3 | 0.1 | -10 | -9 | 2 | 102 | -0.3 | 1
COc1ccc(Br)cc1/C=N/NC(=O)c1cccc(S(=O)(=O)N2CCOCC2)c1
  0 | -12 | 4.5 | -3 | -3 | -3 | 92 | 1.9 | -2
COc1ccc(Cl)cc1NC(=O)CN1CCN(C(=O)N2CCOCC2)CC1
  5 | -7 | -0.2 | -9 | -12 | 2 | 98 | 0.2 | -3
O=C(c1cccc(C(F)(F)F)c1)N1CCOc2ccccc21
  -9 | -10 | -1.4 | 2 | -4 | -2 | 99 | -2.2 | -9
COc1cc2nc(NCCCN3CCN(C)CC3)n3nc(-c4ccccc4)nc3c2cc1OC
  16 | -4 | 0.0 | -4 | -7 | 10 | 127 | -1.1 | -1

Three of the entries above in order of their number in NALP1 yeast inh, falling.
Molecule	NALP1 yeast inh	M18AAP inhibitor	GPR7 antagonist	MEKK2 mut-MEK5	MEKK2wt PB1 HTS	GalR3 antag
CCCCNC(=O)C1CCN(C(=O)Nc2ccc(C)cc2)CC1	8	3	-9	2	102	1
COc1ccccc1NC(=O)Cn1nnc(-c2ccccc2NS(=O)(=O)c2ccccc2)n1	4	1	-3	-1	106	2
O=C(O)C1CCCN1S(=O)(=O)c1ccc(Cl)cc1 (stereo not drawn)	1	-7	6	9	106	-9

More records follow.
The line under a structure holds: NALP1 yeast inh | M18AAP inhibitor | V1R ag counter | OXTR potentiate | GPR7 antagonist | MEKK2 mut-MEK5 | MEKK2wt PB1 HTS | OXTR agonist | GalR3 antag
CCOC(=O)C(=O)c1csc(NC(=O)CCSc2ccc(C)cc2)n1
  19 | -2 | -0.1 | -8 | -1 | 0 | 99 | -0.9 | -8
NC(=O)NC(=O)COC(=O)CCCc1c[nH]c2ccccc12
  23 | 1 | 4.3 | -8 | -9 | . | . | 1.1 | -1
COc1cc(OC)c(N2CC(C(=O)Nc3cc(Cl)ccc3N3CCOCC3)CC2=O)cc1Cl (stereo not drawn)
  . | . | 2.6 | -5 | . | . | . | 11 | -4
O=C1c2ccccc2C(=O)N1CCC#Cc1ccc2cc(C3(O)CCCCC3)oc(=O)c2c1
  . | . | -0.2 | -4 | . | . | . | 0.4 | 1
O=C(O)C1CC(=O)N(c2ccc(OCc3ccccc3)cc2)C1 (stereo not drawn)
  2 | -1 | 1.4 | -4 | -9 | -3 | 76 | 0.9 | -6
Cc1cccc(CN2CCNC2=O)c1
  -18 | -26 | 0.9 | 0 | 21* | 7 | 99 | 0.6 | -4
CCOc1ccccc1NC(=O)C1CCCN(S(=O)(=O)c2c(C)[nH]c(=O)[nH]c2=O)C1 (stereo not drawn)
  31 | 7 | 0.5 | 2 | -19 | 16 | 114 | 0.0 | .
Cc1cc(N/C=C/C(=O)c2ccccc2)ccc1Br
  10 | 3 | -0.6 | -4 | -16 | 5 | 100 | -2.0 | -10
Cc1ccc(C(=O)NNC(=O)Cn2ccc(C(F)(F)F)n2)o1
  . | . | 0.5 | 1 | . | . | . | -0.4 | -3
C=CCn1c(-c2ccccc2)nc2nc3ccccc3nc21
  -3 | 9 | -0.4 | -22 | -12 | 6 | 103 | -1.2 | 3
NNC(=O)c1ccc(COc2cccc3cccnc23)cc1
  -31 | -9 | 0.2 | -5 | -7 | -18 | 69 | 0.4 | -6
Cc1csc(NC(=O)C(C)Oc2ccc(Br)cc2)n1 (stereo not drawn)
  . | . | -1.4 | -1 | . | . | . | -1.8 | -3
Cc1ccccc1NS(=O)(=O)c1ccc(N2CCCC2=O)cc1
  2 | 1 | 3.1 | -7 | 9 | -6 | 96 | 3.2 | -9
COc1ccc(Nc2ncnc3ccc([N+](=O)[O-])cc23)c(OC)c1
  -5 | 1 | -0.2 | -7 | 1 | -1 | 101 | -2.0 | -1
C=CCOC(=O)C1=C(C)NC(=O)NC1c1ccc(O)cc1 (stereo not drawn)
  8 | 2 | . | . | -7 | 9 | 103 | . | -4
O=C(NNS(=O)(=O)c1ccc(F)cc1)c1ccccc1
  -4 | 4 | 0.1 | -8 | -4 | 4 | 108 | -0.6 | -11
O=C(CSc1nnc2scc(-c3ccccc3)n12)N1CCCc2ccccc21
  12 | 0 | -0.9 | -7 | 6 | 0 | 101 | -1.2 | -5
COc1ccccc1CNC(=O)CCS(=O)(=O)c1ccc2c(c1)CCN2C(C)=O
  -7 | -2 | -1.3 | -17 | -8 | 5 | 104 | -1.4 | -1
CCCCC#Cc1ccc(C(=O)NNC(=O)Nc2cc(Cl)cc(Cl)c2)o1
  -2 | 2 | 0.4 | -5 | -9 | -9 | 91 | 0.4 | 0
COc1ccccc1NC(=O)C1=C(C)NC(=O)NC1c1ccccc1F (stereo not drawn)
  . | -8 | 1.3 | -1 | -2 | 9 | 109 | -0.5 | -1
CCC(C)C1NC(=S)N(Cc2ccccc2)C1=O (stereo not drawn)
  13 | 11 | -0.5 | -14 | -9 | -12 | 90 | -2.5 | -7
CC(=O)N1CCC2(CC1)C(C#N)=C(N)Oc1n[nH]c(C(F)(F)F)c12
  7 | -2 | 0.6 | -3 | 2 | 9 | 109 | 1.6 | .
O=C(Nc1cccc(F)c1)/C(=C/c1ccco1)NC(=O)c1ccco1
  -4 | 21 | 0.2 | -1 | -3 | 14 | 108 | -0.1 | -3
CCCn1c(SCC(=O)Nc2cccc(Cl)c2Cl)n[nH]c1=O
  -21 | 3 | 1.8 | -4 | -3 | -1 | 95 | 4.8 | -4
COC(C/C=C\C(=O)[C@H](C)OCc1ccccc1)OC
  . | . | -0.2 | 0 | . | -2 | 98 | 0.6 | -6
O=C(Cc1ccccc1)Nc1ccc2oc(-c3ccncc3)nc2c1
  13 | 1 | -0.7 | 0 | 2 | -2 | 95 | -1.4 | -3
Cc1ccc(C#N)c(SCCN2CCCCC2)n1
  14 | 0 | . | . | -4 | 4 | 104 | . | -6
Cc1onc(-c2ccccc2)c1C(=O)NC(=S)Nc1sc2c(c1C#N)CCC(C)C2 (stereo not drawn)
  22 | 5 | -0.1 | 2 | -9 | 6 | 98 | 0.2 | -7
CSc1cccc(NC(=S)N2CCC(N(C)C3CCCCCC3)CC2)c1
  12 | 10 | -0.1 | 0 | -3 | -9 | 99 | 1.0 | -5
O=C(N/N=C/C(Cl)=C/c1ccccc1)c1ccccc1F
  22 | 1 | -0.8 | -7 | -3 | 2 | 105 | -1.2 | -7
CCOC(=O)N1CCC(N(CCN(C)C)C(=S)Nc2ccccc2C)CC1
  17 | -9 | 1.0 | 3 | -9 | 1 | 108 | 0.6 | -1
